High-throughput results as filed in PubChem BioAssay.
TEAD-YAP block – TEAD-YAP interaction inhibition, primary screen, TEAD-YAP interaction inhibitor project, luminescence, HEK-TIYL cells; TEAD-Gal4/YAP UAS-luciferase luminescence; inhibition, % at 9.12 µM; 1.4% of 640,000 active; in the data active means inhibition above about 32%;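 further: 0% = median of test compound wells and 100% = reference inhibitor wells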
FBW7 activator – FBW7 E3 ligase activators, primary screen, biochemical, AlphaScreen, human; F-box/WD repeat-containing protein 7 (Homo sapiens), Q969H0; normalized activity (activation), % at 26.1 µM; AID 1259310, 2017; 0.13% of 650,000 active; AlphaScreen FBW7–phospho-cyclin E peptide binding, activator screen; in the data active means normalized activity above about 1.9%;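 further: purified mutant Fbw7 with reduced substrate affinity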
Target sequence (Q969H0 whole entry, looked up): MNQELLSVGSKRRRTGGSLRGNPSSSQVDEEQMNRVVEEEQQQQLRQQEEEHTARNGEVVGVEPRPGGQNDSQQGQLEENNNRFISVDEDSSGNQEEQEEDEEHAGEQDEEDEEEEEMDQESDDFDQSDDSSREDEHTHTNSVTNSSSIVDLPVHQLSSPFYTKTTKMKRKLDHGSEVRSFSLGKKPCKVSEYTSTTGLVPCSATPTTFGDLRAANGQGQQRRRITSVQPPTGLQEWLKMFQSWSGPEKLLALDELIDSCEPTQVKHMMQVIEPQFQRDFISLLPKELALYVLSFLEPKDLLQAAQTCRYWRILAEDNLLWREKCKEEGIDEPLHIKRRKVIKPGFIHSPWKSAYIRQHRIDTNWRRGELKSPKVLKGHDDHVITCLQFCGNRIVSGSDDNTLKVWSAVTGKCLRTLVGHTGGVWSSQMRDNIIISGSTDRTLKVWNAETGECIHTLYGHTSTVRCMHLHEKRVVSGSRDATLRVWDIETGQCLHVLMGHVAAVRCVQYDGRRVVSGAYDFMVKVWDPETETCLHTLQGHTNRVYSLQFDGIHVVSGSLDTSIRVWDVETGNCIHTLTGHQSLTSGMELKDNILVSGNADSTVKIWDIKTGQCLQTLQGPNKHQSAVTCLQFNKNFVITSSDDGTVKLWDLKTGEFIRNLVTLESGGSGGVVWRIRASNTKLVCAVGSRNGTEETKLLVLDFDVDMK
MITF primary – MITF inhibitors, primary screen, biochemical, AlphaScreen, human; 0.91% of 650,000 active; AlphaScreen MITF homodimerization, bead proximity signal; inhibition, % at 2.6 µM; in the data active means inhibition above about 50%;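 further: 0% = vehicle wells with protein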
GPR151 activ – activators of human GPR151, primary screen, cell-based, PathHunter beta-arrestin, luminescence; activation, % at 11.2 µM; PathHunter beta-arrestin GPR151 cells; G-protein coupled receptor 151 (Homo sapiens), Q8TDV0; 1% of 650,000 active; in the data active means activation above about 4.9%;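 further: 0% = median of compound wells and 100% = cells with positive control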
Starred values were filed as active, the others as inactive. Rows were taken by chance; about 3.5% have a hit in one of these screens.

SMILES | TEAD-YAP block | FBW7 activator | MITF primary | GPR151 activ
O=c1c2nccnc2n(Cc2c(F)cccc2Cl)c(=O)n1Cc1ccc(F)cc1 | -4.7 | -0.1 | -10.2 | -0.2
CCN(CC)C1N(C(=O)c2ccc(Br)cc2)N=C2c3ccccc3S(=O)(=O)N21 (centres undefined) | 12.5 | 0.6 | 22.2 | -0.1
C/C(=N/Nc1ccc([N+](=O)[O-])cc1[N+](=O)[O-])c1ccccc1O | 14.2 | -0.1 | 23.4 | 0.7
CCSc1ccc(C(=O)Nc2cccnc2)cc1[N+](=O)[O-] | 5.4 | -0.2 | -2.6 | 0.1
Cc1ccc(Nc2nc3ccccc3n3c(C)nnc23)c(C)c1 | -2.5 | 0.8 | 12.8 | -1.3
COc1ccc2c(c1)c1nc3ccccc3nc1n2C | -22.4 | 0.7 | -14.1 | -1.2
Cn1c(=O)c2cc(C(=O)c3ccccc3O)cnc2n(C)c1=O | -2.1 | -0.2 | 4.1 | -1.1
C=CCOc1ccc(C(=O)N(Cc2ccc(OC)c(OC)c2)C2CCS(=O)(=O)C2)cc1 (centres undefined) | -1.1 | 0.0 | 16.0 | 0.9
COc1ccccc1NC(=S)N/N=C/c1ccc2c(c1)OCCO2 | 60.6* | 0.3 | -11.3 | -1.4
CCn1nc(C)c(CN2CCCC(CNS(=O)(=O)c3ccc(OC)cc3)C2)c1C (centres undefined) | -1.6 | 0.1 | 13.4 | 1.0
COc1cccc(NCc2cccc3c2CN(CC2CCCO2)C3)c1 (centres undefined) | 0.1 | -0.3 | 7.8 | -0.2
O=C1CC(c2ccc(F)cc2)CC2=C1C(c1cccs1)Nc1ccccc1N2 (centres undefined) | -7.6 | 0.0 | 7.9 | 0.0
CCOC(=O)CC(N)c1ccc(Cl)cc1 (centres undefined) | -0.6 | 0.0 | -5.4 | -0.1
Cc1nc(N2CCCC2C(=O)N2CCC(C(O)c3ccccc3)CC2)nc2ccccc12 (centres undefined) | -11.3 | 0.2 | 2.8 | 0.1
CC(C)C(=O)N=C1SC2CS(=O)(=O)CC2N1c1ccc(Br)cc1 (centres undefined) | 0.2 | 0.8 | 9.1 | 0.6
O=C(N/C(=C/c1ccccc1)P(=O)(O)c1ccccc1)c1ccccc1 | 2.1 | 0.1 | -9.8 | 0.9
CCCNC(=O)c1ccc(N2CC3CC(C2)c2cccc(=O)n2C3)c(NS(=O)(=O)c2ccc3c(c2)OCCO3)c1 (centres undefined) | 0.0 | -0.3 | -1.3 | 0.9
C=CCN1C(=O)/C(=N\N=C\c2ccc([N+](=O)[O-])o2)c2ccccc21 | -13.9 | 0.0 | 22.9 | -2.3
Cc1cccc(C(=O)N/C(=C\c2ccc([N+](=O)[O-])cc2)C(=O)Nc2cc(Cl)cc(Cl)c2)c1 | -0.1 | -0.1 | -6.5 | 1.1
C=CCNC(=O)c1ccccc1NC(=O)c1ccc(OC)cc1 | 1.4 | -0.2 | 2.8 | 1.2
O=C(NCCCn1ccnc1)C1CC12CCN(C(=O)C1(c3ccccc3)CCCCC1)CC2 (centres undefined) | 38.0* | 0.1 | 11.4 | 1.3
CC(=O)C1=C(O)C(=O)N(CC2CCCO2)C1c1ccc(Cl)cc1Cl (centres undefined) | -4.8 | 0.7 | 21.1 | 1.2
Cn1c(=O)[nH]c(=O)c2c1nc(SCCC(=O)O)n2Cc1cccc(Br)c1 | -3.9 | 0.5 | -1.1 | 2.1
O=C(Cc1cccs1)N1CCN(S(=O)(=O)c2ccc(Cl)cc2)CC1 | -0.1 | -0.1 | 4.0 | 0.3
Cc1ccccc1Nc1ncnc2c1oc1ccccc12 | -19.8 | -0.1 | -2.1 | -0.7
COc1cccc2c(=O)n(CC(=O)Nc3ccc(OC(F)(F)F)cc3)ccc12 | 3.0 | -0.1 | 12.2 | 0.1
O=C(NCCOc1ccccc1)C(=O)NC1CC1 | -4.8 | 0.0 | -6.5 | -0.4
O=C(c1cccc2ccccc12)N1CCN(c2ccc([N+](=O)[O-])cc2)CC1 | 4.2 | -0.1 | 13.2 | -0.4
O=C(CN1C(=O)NC2(CCCC2)C1=O)Nc1ccc(F)c(F)c1F | 9.2 | -0.1 | 4.2 | 2.5
Cc1c(C(=O)NC(C)C)oc2ccc(S(=O)(=O)N3CCCC3)cc12 | 1.1 | -0.2 | 1.4 | 0.2

Shown with each value named: part of the list above.
molecule: COc1cccc(NCc2cccc3c2CN(CC2CCCO2)C3)c1 (centres undefined)
  TEAD-YAP block: 0.1
  FBW7 activator: -0.3
  MITF primary: 7.8
  GPR151 activ: -0.2
molecule: O=C1CC(c2ccc(F)cc2)CC2=C1C(c1cccs1)Nc1ccccc1N2 (centres undefined)
  TEAD-YAP block: -7.6
  FBW7 activator: 0.0
  MITF primary: 7.9
  GPR151 activ: 0.0

The list goes on:
SMILES | TEAD-YAP block | FBW7 activator | MITF primary | GPR151 activ
O=C1NCCCN1C1CCCCC1 | 5.1 | 0.1 | 4.3 | -1.1
COC(=O)c1ccccc1NS(=O)(=O)c1ccc(Br)cc1 | -20.5 | 0.0 | -14.9 | 0.5
Cn1c(=O)oc2cc(S(=O)(=O)N3CCC4(CC3)OCCO4)ccc21 | -1.6 | 0.1 | -6.9 | -0.4
Cc1cc(C)n(-c2cc(N3CCN(C(=O)/C=C/c4ccco4)CC3)nc(C)n2)n1 | -14.3 | -0.1 | 2.7 | 1.0
Cc1ccc(Nc2ccc(NC(=O)c3ccccc3Cl)cc2)nn1 | -4.8 | 0.1 | 8.0 | -0.4
O=C(Nc1c2c(nn1-c1cccc(Cl)c1)CS(=O)(=O)C2)c1cc(Br)ccc1Cl | 8.2 | -0.2 | 5.2 | 2.1
O=C1CCN(Cc2cccnc2)CCN1Cc1ccc(C(F)(F)F)nc1 | 8.6 | 0.0 | -0.5 | 0.7
O=C(Nc1ccc(Cl)cn1)c1ccc([N+](=O)[O-])o1 | -27.4 | -0.3 | 4.2 | 0.3
Cc1ccc(S(=O)(=O)c2ccc(Cl)cc2)cc1S(=O)(=O)NCc1cccnc1 | -5.3 | -0.2 | -2.1 | -0.5
CC1CCCCC1NC(=O)C1=CCN(S(=O)(=O)c2ccc(Br)cc2)CC1 (centres undefined) | -9.7 | 0.1 | -3.9 | 0.9
Cc1sc2ncn(CC(=O)NCCCN3CCN(C)CC3)c(=O)c2c1S(=O)(=O)N1CCOCC1 | -4.5 | 0.0 | -0.4 | 2.1
COc1ccc(NC(=O)c2cccs2)c([N+](=O)[O-])c1 | -33.4 | -0.2 | 16.4 | 0.3
CCOc1ccc2cc(-c3csc(Nc4ccccc4)n3)c(=O)oc2c1 | -8.5 | 0.0 | -5.2 | 2.0
O=C(N/N=C/c1cc(Cl)cc([N+](=O)[O-])c1O)c1cccc(F)c1 | 1.2 | 0.0 | 19.3 | 0.6
CC(C)(C)N(Cc1ccccc1)C(=O)COC(=O)c1ccc(Cl)nc1 | -1.0 | 0.1 | 6.6 | -0.5
Cc1cc(C)n(/N=C/c2ccco2)c(=O)c1C#N | -0.1 | -0.1 | 19.6 | -0.1
C/C=C/COc1nc2c(c(=O)n(C)c(=O)n2C)n1Cc1ccccc1C | 1.6 | -0.1 | -9.6 | 0.2
CC1CCN(C(=O)COC(=O)CC23CC4CC(CC(Br)(C4)C2)C3)CC1 | -12.2 | 0.6 | -3.3 | -0.7
COCCCNc1oc(-c2ccccc2Cl)nc1S(=O)(=O)c1ccccc1 | 8.3 | 0.1 | -4.6 | 0.2
O=[N+]([O-])c1ccc(CN2CCCC(O)C2)cc1 (centres undefined) | -1.5 | -0.2 | 16.4 | -0.5
O=C(COc1ccc(Cl)cc1)N/N=C/c1cc([N+](=O)[O-])cc(Br)c1O | 3.4 | 0.6 | 21.9 | -0.3
CC1(c2ccccc2NC(=O)c2ccccc2)CC1 | -13.2 | -0.1 | -1.5 | 0.8
CCOC(=O)N1CCC(NC(=O)C2CCN(S(=O)(=O)N3CCCC3)CC2)CC1 | -8.7 | 0.0 | -0.5 | 0.8
Cc1ccc(OCC(=O)NCCO)c(Br)c1 | -10.9 | -0.1 | 1.7 | -0.8
CC(c1ccccc1F)n1cc(C(=O)NC(C)(C)C)nn1 (centres undefined) | -8.4 | -0.2 | -5.5 | 1.9
COc1ccc(/C=N/n2c(-c3ccc(OC)cc3)n[nH]c2=S)cc1 | -3.3 | -0.1 | -5.1 | 3.8
Cc1c(C(=O)NC2CCCCCC2)sc2ncn(CC(=O)N3CCCCC3C)c(=O)c12 (centres undefined) | -3.4 | -0.1 | 7.8 | -0.1
Cc1cc(OCCCCCNCCO)cc(C)c1Cl | 5.2 | -0.1 | -7.5 | -0.1
CCCC(=O)NC(c1ccccc1)c1cc([N+](=O)[O-])c2cccnc2c1O (centres undefined) | 2.1 | -0.7 | 75.7* | 0.8
CCNS(=O)(=O)c1cc(CC)ccc1OC | 1.9 | -0.3 | -15.7 | -0.3
CCC(C)NC(=O)c1cnc2scc(C(C)(C)C)n2c1=O (centres undefined) | -7.3 | -0.2 | -14.7 | -0.6
CC(C)CC(C(=O)O)N1C(=O)/C(=C\c2ccco2)SC1=S (centres undefined) | -1.2 | -0.6 | 57.6* | -0.3
COc1ccc2oc(=Nc3ccc(Oc4ccccc4)cc3)c(C(N)=O)cc2c1 | 7.3 | 0.1 | 2.9 | 2.2
Cc1cc(NC(=O)c2ccccn2)no1 | -54.5 | 0.0 | -3.8 | -5.9
COc1ccc(C2=NN(C(C)=O)C(c3ccccc3F)C2)cc1 (centres undefined) | -12.0 | -0.2 | -8.3 | 1.8
COCCNC(=O)c1ccc(-c2cc(OC)c(OC)c(OC)c2)nc1NCC1CC1 | -6.8 | 0.0 | 8.9 | -1.1
c1ccc(Oc2ccccc2Nc2nccn3c(-c4ccoc4)cnc23)cc1 | -3.5 | -0.6 | 14.2 | 0.8
O=C(CC(c1ccccc1)c1ccccc1)Nc1ccccn1 | -40.7 | 0.0 | 9.7 | -0.3
COc1ccc([N+](=O)[O-])cc1NC(=O)CSCc1c(F)cccc1Cl | 0.2 | -0.1 | 1.8 | 4.5
CCOc1ccc(C(Nc2ccccn2)c2ccc3ccc(C)nc3c2O)cc1C (centres undefined) | 13.2 | -0.1 | 21.9 | -0.3
CCOC(=O)c1sc2nc(SCC(=O)N3CCCc4ccccc43)n(Cc3ccccc3Cl)c(=O)c2c1C | -7.4 | 0.7 | 15.1 | -1.5
CCN(CC)CCCNCc1ccc(OCCC(C)C)c(OC)c1 | -5.6 | -0.1 | 37.5 | 1.6
O=C(NNc1ccc([N+](=O)[O-])cc1S(=O)(=O)N1CCOCC1)Nc1ccc(F)cc1 | 5.1 | 0.0 | 3.6 | 1.2
Cc1ccc(-c2cc(C(=O)Nc3nncs3)c3cc(Br)ccc3n2)o1 | 0.4 | -0.2 | 6.0 | -1.5
Cc1cc(=O)oc2c(C)c(OC(=O)c3ccco3)ccc12 | -2.7 | -0.2 | -0.3 | -0.2
O=C(Nc1cc(=O)[nH]c(=O)[nH]1)c1cc([N+](=O)[O-])ccc1Cl | -11.5 | 0.1 | 24.6 | 0.9
Cc1cc(C)nc(SCCn2c(N3CCCCC3)nc3c2c(=O)n(C)c(=O)n3C)n1 | 16.7 | 0.0 | 5.9 | 0.8
CCCNC(=O)c1ccc(Br)cc1 | -13.1 | 0.0 | 1.3 | -0.5
Cc1ccc2oc(-c3ccc(NC(=O)c4ccc(-c5ccccc5[N+](=O)[O-])o4)cc3)nc2c1 | -50.6 | 0.8 | 3.2 | -0.8
C=CCOc1ccc(/C=N/NC(=O)C(=O)Nc2cccc(Cl)c2)cc1OC | -13.9 | 0.1 | 3.6 | -1.1

Of the compounds above, these contain fluorine.
SMILES | TEAD-YAP block | FBW7 activator | MITF primary | GPR151 activ
O=c1c2nccnc2n(Cc2c(F)cccc2Cl)c(=O)n1Cc1ccc(F)cc1 | -4.7 | -0.1 | -10.2 | -0.2
O=C1CC(c2ccc(F)cc2)CC2=C1C(c1cccs1)Nc1ccccc1N2 (centres undefined) | -7.6 | 0.0 | 7.9 | 0.0
COc1cccc2c(=O)n(CC(=O)Nc3ccc(OC(F)(F)F)cc3)ccc12 | 3.0 | -0.1 | 12.2 | 0.1
O=C(CN1C(=O)NC2(CCCC2)C1=O)Nc1ccc(F)c(F)c1F | 9.2 | -0.1 | 4.2 | 2.5
O=C1CCN(Cc2cccnc2)CCN1Cc1ccc(C(F)(F)F)nc1 | 8.6 | 0.0 | -0.5 | 0.7
O=C(N/N=C/c1cc(Cl)cc([N+](=O)[O-])c1O)c1cccc(F)c1 | 1.2 | 0.0 | 19.3 | 0.6
CC(c1ccccc1F)n1cc(C(=O)NC(C)(C)C)nn1 (centres undefined) | -8.4 | -0.2 | -5.5 | 1.9
COc1ccc(C2=NN(C(C)=O)C(c3ccccc3F)C2)cc1 (centres undefined) | -12.0 | -0.2 | -8.3 | 1.8
COc1ccc([N+](=O)[O-])cc1NC(=O)CSCc1c(F)cccc1Cl | 0.2 | -0.1 | 1.8 | 4.5
O=C(NNc1ccc([N+](=O)[O-])cc1S(=O)(=O)N1CCOCC1)Nc1ccc(F)cc1 | 5.1 | 0.0 | 3.6 | 1.2
